TNAP act hiacc = activators of human TNAP at high phosphate acceptor concentration | purified TNAP, CDP-star luminescence, 1 M DEA, 30 min; active compounds read high; 0 = EDTA background, 1 = DMSO-only activity | activation factor at 20 µM | 200,000 tested, under 10 active | AID 1136;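 active = activation factor at least 2 at 20 µM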
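system = human TNAP | amount = enzyme diluted 1/800 final | reagent = 100 µM CDP-star substrate | signal = luminescent substrate turnover signal | dosing = one dose, 20 µM | benchmarks = EDTA negative control, DMSO positive control | measure = activation factor | timing = 30 min reaction, room temperature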
Diaph act CS = activates diaphorase or chemically reduces, flagging diaphorase assay artifacts. actives 0.005% (n = 190,000). Diaphorase/resazurin coupled assay, resorufin fluorescence, 16 min; active compounds read high; 1 = vehicle wells, 0 = NADH-free wells. AID 1229. activation factor at 20 µM;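 active = diaphorase activity raised at least twofold by the compound at 20 µM; inactive = activation factor below 2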
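System – purified diaphorase enzyme from Clostridium kluyveri · Input – enzyme 0.07 U/mL final · Also added – final NADH 0.114 mM, resazurin 0.1 mM · Measured by – fluorescence of resorufin, 544 nm excitation, 590 nm emission · Timing – 16 min enzyme reaction, ambient temperature · Measure – resorufin increase flagging diaphorase activators or reducers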
Diaphorase inh = counter-screen for diaphorase-based assays: diaphorase inhibitors and chemical oxidizers | diaphorase resazurin-to-resorufin fluorescence, NADH, 16 min; bacterial (C. kluyveri) enzyme, not human | inhibition, % at 20 µM | actives 0.69% (n = 190,000);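 active = primary screen inhibition at 20 µM above a set limit, cut at about 50% in these data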;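 note: plate controls were DMSO with full reaction for no effect and wells lacking NADH for full effect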
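controls = No-NADH positive control and DMSO neutral control | system = Clostridium kluyveri diaphorase enzyme | timing = reaction incubation of 16 min at room temperature | signal = resorufin fluorescence 544/590 nm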
G6PDH CS = L. mesenteroides G6PDH inhibition counter-screen | Purified L. mesenteroides G6PDH, diaphorase/resazurin coupled fluorescence, 45 min | inhibition, % at 5 µM | actives 0.12% (n = 200,000) | AID 1020; in the data active = inhibition above about 50%
TNAP inh no acc = TNAP (human) inhibition, acceptor-free conditions. P05186. actives 0.26% (n = 200,000). purified TNAP, CDP-star luminescence, 30 min. inhibition, % at 20 µM;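 active = tissue-nonspecific alkaline phosphatase inhibition above about 50% at 20 µM in the single-dose screen, limit read from the data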;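 note: 0% = DMSO negative control and 100% = EDTA positive control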
PMI act = activators of human phosphomannose isomerase; P34949; purified human PMI, coupled resazurin fluorescence, 20 min; active compounds read high; 1 = vehicle control, 0 substrate-free wells; activation factor at 20 µM; actives 0.005% (n = 190,000); AID 1214;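 active = activation factor of 2 or more at 20 µM, relative to plate controls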
Target sequence (P34949 whole entry, looked up): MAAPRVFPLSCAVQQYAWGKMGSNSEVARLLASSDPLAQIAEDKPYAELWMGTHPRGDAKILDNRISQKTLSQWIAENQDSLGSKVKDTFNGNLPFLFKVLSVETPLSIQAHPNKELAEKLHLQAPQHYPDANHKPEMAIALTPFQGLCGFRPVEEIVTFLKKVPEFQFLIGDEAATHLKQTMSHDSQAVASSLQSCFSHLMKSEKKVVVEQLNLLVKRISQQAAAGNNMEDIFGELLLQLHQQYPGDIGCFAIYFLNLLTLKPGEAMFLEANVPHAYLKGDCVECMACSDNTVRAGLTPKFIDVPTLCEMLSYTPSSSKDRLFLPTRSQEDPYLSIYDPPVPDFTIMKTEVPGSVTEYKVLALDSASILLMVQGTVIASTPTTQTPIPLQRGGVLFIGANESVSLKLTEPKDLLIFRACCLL
PMI act satM6P = activators of human phosphomannose isomerase at near-saturating mannose 6-phosphate. activation factor at 20 µM. actives 0.34% (n = 190,000). coupled PMI enzyme assay, resazurin fluorescence, 20 min; active compounds read high; 1 = untreated enzyme, 0 = substrate-free blank. P34949. AID 1216;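 active = activation factor of 2 or more at 20 µM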
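assay system = human phosphomannose isomerase with PGI, G6PDH, diaphorase coupling enzymes | quantity = 15 ng/mL PMI | incubation = enzyme reaction with compound 20 min at room temperature | medium = HEPES pH 7.4 buffer with MgCl2 and Tween-20 | compound dosing = one concentration, 20 µM, in 1% DMSO | measured by = Diaphorase-driven resazurin-to-resorufin fluorescence, excitation 544, emission 590 nm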
TNAP inh hiacc = TNAP (human) inhibition, high acceptor; P05186; purified TNAP, CDP-star luminescence, 1 M DEA; inhibition, % at 20 µM; actives 0.03% (n = 200,000); AID 1135;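 active = over 50% inhibition of tissue-nonspecific alkaline phosphatase at 20 µM in the single-dose screen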;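 note: plate controls were DMSO wells for no effect and EDTA-quenched wells as full inhibition for full effect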
FLuc act counter = affects firefly luciferase, flagging false hits in luciferase stimulation screens. P08659. ATPlite luciferase biochemical, luminescence, 10 min; 0 = ATP-free wells, 1 = DMSO control. activation factor at 10 µM. 200,000 tested, under 10 active;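 active = luciferase activation factor, scaled between plate controls, of at least 2 with compound at 10 µM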
Target sequence (P08659 whole entry, looked up): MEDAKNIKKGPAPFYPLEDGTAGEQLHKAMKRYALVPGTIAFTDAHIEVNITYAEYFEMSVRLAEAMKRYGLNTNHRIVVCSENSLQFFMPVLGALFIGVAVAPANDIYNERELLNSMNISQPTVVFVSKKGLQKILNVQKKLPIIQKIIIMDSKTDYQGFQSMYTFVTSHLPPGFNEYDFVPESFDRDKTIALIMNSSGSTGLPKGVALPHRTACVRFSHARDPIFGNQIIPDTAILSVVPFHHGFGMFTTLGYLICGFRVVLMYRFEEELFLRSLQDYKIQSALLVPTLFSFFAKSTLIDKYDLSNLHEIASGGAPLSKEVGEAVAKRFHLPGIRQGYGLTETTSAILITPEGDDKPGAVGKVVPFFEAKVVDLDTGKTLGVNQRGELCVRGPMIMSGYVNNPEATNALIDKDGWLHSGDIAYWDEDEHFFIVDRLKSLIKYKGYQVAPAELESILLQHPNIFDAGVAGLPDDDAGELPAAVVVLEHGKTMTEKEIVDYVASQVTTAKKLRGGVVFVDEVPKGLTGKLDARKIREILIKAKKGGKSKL
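System: Luciferase/luciferin detection reagent, cell-free biochemical luciferase assay | Medium: PBS buffer for ATP | Dosing: Test compounds dosed from 2 mM stocks in 100% DMSO | Timing: 10 min at ambient temperature | Signal: Luminescence measurement of luciferase light output | Evaluation: Luciferase activation, seen as luminescence increase over controls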
Efa HMGR inh = E. faecalis class II HMG-CoA reductase inhibition; purified E. faecalis HMGR, NADPH absorbance 340 nm kinetic; inhibition, % at 10 µM; actives 0.41% (n = 190,000); AID 1066;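 active = inhibition above a set limit, the median over all tested compounds plus 3 SD, cut at about 9.5% in these data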;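 note: enzyme runs in reverse so mevalonate oxidation gives rising NADPH absorbance; 0% = complete reaction with DMSO and 100% = background rate lacking mevalonate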
Active calls of the source: *.

Screening COc1ccc(C2CC(c3ccc(F)cc3)Nc3nc(N)nn32)cc1 (stereo not drawn) returned TNAP act hiacc 1, Diaph act CS 0.8, Diaphorase inh 17, G6PDH CS -1, TNAP inh no acc -9, PMI act 0.8, PMI act satM6P 0.9, TNAP inh hiacc 4, FLuc act counter 1.1 and Efa HMGR inh 3.
Screening COCCn1nnnc1CN1CCOCC1 returned TNAP act hiacc 1.1, Diaph act CS 0.9, Diaphorase inh 14, G6PDH CS 1, TNAP inh no acc -11, PMI act 1, PMI act satM6P 1, TNAP inh hiacc -8, FLuc act counter 1.1 and Efa HMGR inh -5.
`CCOc1ccc(C(=O)Cc2cc(OC)c(OC)cc2[N+](=O)[O-])cc1` gave TNAP act hiacc 1.1, Diaph act CS 0.9, Diaphorase inh 8, G6PDH CS 8, TNAP inh no acc -14, PMI act 1, PMI act satM6P 1, TNAP inh hiacc -9, FLuc act counter 1 and Efa HMGR inh 2.
Screening Cc1cccc(N(C)C(=O)c2coc(=O)c3ccccc23)c1 returned TNAP act hiacc 1, Diaph act CS 1, Diaphorase inh 2, G6PDH CS -4, TNAP inh no acc -15, PMI act 1, PMI act satM6P 1, TNAP inh hiacc -3, FLuc act counter 1.1 and Efa HMGR inh 0.
Cn1c(=O)n(C)c2cc([N+](=O)[O-])c(N3CCN(C(=O)C(C)(C)C)CC3)cc21 was read as TNAP act hiacc 0.9, Diaph act CS 1, Diaphorase inh 3, G6PDH CS 13, TNAP inh no acc 6, PMI act 0.9, PMI act satM6P 0.9, TNAP inh hiacc 7, FLuc act counter 1 and Efa HMGR inh -5.
For COc1ccc(-c2ccc(=O)n(CC(=O)NCc3ccco3)n2)cc1 the results were TNAP act hiacc 1.1, Diaph act CS 0.9, Diaphorase inh 13, G6PDH CS 1, TNAP inh no acc 3, PMI act 1.1, PMI act satM6P 1.1, TNAP inh hiacc -9, FLuc act counter 1.1 and Efa HMGR inh -2.
Screening O=C(Nc1ccc(N2CCOCC2)cc1)C1CC(=O)N(c2ccc(Cl)cc2)C1 (stereo not drawn) returned TNAP act hiacc 1, Diaph act CS 0.9, Diaphorase inh 8, G6PDH CS 4, TNAP inh no acc -15, PMI act 1.1, PMI act satM6P 1, TNAP inh hiacc -4, FLuc act counter 1.1 and Efa HMGR inh 2.
COc1cc(/C=C/C(=O)OCC(=O)N2CCOCC2)ccc1OCC#N was read as TNAP act hiacc 1, Diaph act CS 0.9, Diaphorase inh 12, G6PDH CS 9, TNAP inh no acc -1, PMI act 1, PMI act satM6P 1, TNAP inh hiacc -5, FLuc act counter 1.1 and Efa HMGR inh -7.
For CSc1ccc2c(c1)N(CCC1CCCCN1C)c1ccccc1S2 (stereo not drawn) the results were TNAP act hiacc 1, Diaph act CS 0.9, Diaphorase inh 10, G6PDH CS 10, TNAP inh no acc -3, PMI act 1.1, PMI act satM6P 1, TNAP inh hiacc -3, FLuc act counter 1.1 and Efa HMGR inh 4.
`COC(=O)C1=C(C)NC(=O)NC1c1ccsc1` (stereo not drawn) gave TNAP act hiacc 1.1, Diaph act CS 0.9, Diaphorase inh 7, G6PDH CS 2, TNAP inh no acc -12, PMI act 1, PMI act satM6P 1, TNAP inh hiacc -5, FLuc act counter 1 and Efa HMGR inh 1.
For O=C(CN1CCCCCC1)Nc1cccc([N+](=O)[O-])c1 the results were TNAP act hiacc 1, Diaph act CS 0.9, Diaphorase inh 5, G6PDH CS -3, TNAP inh no acc -15, PMI act 1.1, PMI act satM6P 1, TNAP inh hiacc -4, FLuc act counter 1.1 and Efa HMGR inh -11.
`O=C(Nc1nc(-c2ccc(Cl)cc2)cs1)C1CCCO1` (stereo not drawn) gave TNAP act hiacc 1.1, Diaph act CS 0.8, Diaphorase inh 20, G6PDH CS 0, TNAP inh no acc -16, PMI act 0.9, PMI act satM6P 0.9, TNAP inh hiacc -7, FLuc act counter 1 and Efa HMGR inh -5.
Screening CCCNC(=O)Nc1ccc2c(c1)N(C)C(=O)c1ccccc1S2 returned TNAP act hiacc 1.1, Diaph act CS 0.8, Diaphorase inh 21, G6PDH CS 2, TNAP inh no acc -16, PMI act 0.8, PMI act satM6P 0.8, TNAP inh hiacc -7, FLuc act counter 1 and Efa HMGR inh 1.
For CC1(C)CC(=O)C/C(=N\NC(=O)c2cccs2)C1 the results were TNAP act hiacc 1.1, Diaph act CS 0.9, Diaphorase inh 8, G6PDH CS 3, TNAP inh no acc -10, PMI act 1, PMI act satM6P 0.9, TNAP inh hiacc -6, FLuc act counter 1 and Efa HMGR inh -1.
`C=CCSc1nccc(-c2nn(-c3ccc(C)cc3)ccc2=O)n1` gave TNAP act hiacc 1, Diaph act CS 0.8, Diaphorase inh 16, G6PDH CS 1, TNAP inh no acc -12, PMI act 1, PMI act satM6P 0.9, TNAP inh hiacc -3, FLuc act counter 1 and Efa HMGR inh 4.
`Cc1nnc(NC(=O)CSc2nc(C3CCCCC3)nc3ccccc23)s1` gave TNAP act hiacc 1, Diaph act CS 0.8, Diaphorase inh 15, G6PDH CS -4, TNAP inh no acc 2, PMI act 0.8, PMI act satM6P 0.8, TNAP inh hiacc -3, FLuc act counter 1.1 and Efa HMGR inh -10.
COc1ccc(-c2c(NC(=O)C(C)C)n(C)c3ccccc3c2=O)cc1 was read as TNAP act hiacc 1, Diaph act CS 0.9, Diaphorase inh 12, G6PDH CS 7, TNAP inh no acc -4, PMI act 1.1, PMI act satM6P 1.1, TNAP inh hiacc -4, FLuc act counter 1.1 and Efa HMGR inh -5.
For O=C1c2ccccc2NC2CCCCCN12 (stereo not drawn) the results were TNAP act hiacc 1, Diaph act CS 1, Diaphorase inh 4, G6PDH CS 0, TNAP inh no acc -4, PMI act 1.2, PMI act satM6P 1.2, TNAP inh hiacc 2, FLuc act counter 1 and Efa HMGR inh -4.
Screening N/C(=N\OC(=O)c1cccc2ccccc12)c1ccc(Br)cc1 returned TNAP act hiacc 1.1, Diaph act CS 1, Diaphorase inh 4, G6PDH CS 6, TNAP inh no acc -1, PMI act 1.1, PMI act satM6P 1, TNAP inh hiacc -9, FLuc act counter 1 and Efa HMGR inh -3.
For Cn1c(SCC(=O)N2CCCCCC2)nc2c([nH]c3ccccc32)c1=O the results were TNAP act hiacc 1, Diaph act CS 0.9, Diaphorase inh 15, G6PDH CS 7, TNAP inh no acc -11, PMI act 1, PMI act satM6P 1.1, TNAP inh hiacc -3, FLuc act counter 1.1 and Efa HMGR inh 0.
N/C(=N\c1nc(C(F)(F)F)cc(=O)[nH]1)Nc1ccc(Cl)cc1 was read as TNAP act hiacc 1, Diaph act CS 0.9, Diaphorase inh 11, G6PDH CS -2, TNAP inh no acc -23, PMI act 0.9, PMI act satM6P 1, TNAP inh hiacc -2, FLuc act counter 1.1 and Efa HMGR inh -1.
COc1cc(CNCCCO)ccc1OCC(=O)NC(C)(C)C was read as TNAP act hiacc 1, Diaph act CS 0.9, Diaphorase inh 6, G6PDH CS 2, TNAP inh no acc 4, PMI act 1.1, PMI act satM6P 0.9, TNAP inh hiacc -3, FLuc act counter 1.1 and Efa HMGR inh -3.
COC(=O)CN1C(=O)S/C(=C/c2ccc(N3CCCCC3)o2)C1=O was read as TNAP act hiacc 1, Diaph act CS 0.8, Diaphorase inh 18, G6PDH CS 21, TNAP inh no acc 4, PMI act 0.9, PMI act satM6P 0.5, TNAP inh hiacc 4, FLuc act counter 0.9 and Efa HMGR inh 0.
For CC(C(=O)NCCc1nc2ccccc2[nH]1)n1cc([N+](=O)[O-])cn1 (stereo not drawn) the results were TNAP act hiacc 1, Diaph act CS 1, Diaphorase inh -2, G6PDH CS 10, TNAP inh no acc -5, PMI act 1, PMI act satM6P 1, TNAP inh hiacc -5, FLuc act counter 1 and Efa HMGR inh 0.
Screening COCCNC(=O)c1ccccc1-c1nc(-c2ccccc2OC)no1 returned TNAP act hiacc 1, Diaph act CS 0.9, Diaphorase inh 10, G6PDH CS 4, TNAP inh no acc -7, PMI act 0.9, PMI act satM6P 1, TNAP inh hiacc 0, FLuc act counter 0.9 and Efa HMGR inh -5.
CC(NC(=O)CSc1nnc(CC(=O)Nc2ccc(Cl)c(Cl)c2)n1C)c1ccccc1 (stereo not drawn) was read as TNAP act hiacc 1, Diaph act CS 0.9, Diaphorase inh 8, G6PDH CS 17, TNAP inh no acc -1, PMI act 1.2, PMI act satM6P 1.5, TNAP inh hiacc -3, FLuc act counter 1 and Efa HMGR inh 1.
Screening COc1cc(C(C(=O)NC2CCCCC2)N(Cc2ccco2)C(=O)c2cnccn2)cc(OC)c1OC (stereo not drawn) returned TNAP act hiacc 1, G6PDH CS 17, TNAP inh no acc -7, TNAP inh hiacc -3, FLuc act counter 1.1 and Efa HMGR inh -5.
O=C(CN1CCOCC1)N/N=C/c1ccccc1 was read as TNAP act hiacc 1, Diaph act CS 1, Diaphorase inh 0, G6PDH CS 1, TNAP inh no acc -8, PMI act 1, PMI act satM6P 1, TNAP inh hiacc -4, FLuc act counter 1.1 and Efa HMGR inh -5.
CN(CC(=O)Nc1ccc(C#N)cc1)Cc1ccc(Cl)cc1Cl was read as TNAP act hiacc 1, Diaph act CS 0.8, Diaphorase inh 16, G6PDH CS 0, TNAP inh no acc -6, PMI act 1, PMI act satM6P 1, TNAP inh hiacc -3, FLuc act counter 1 and Efa HMGR inh -3.

Random excerpt: 3 compounds from above
For COc1ccc(-c2ccc(=O)n(CC(=O)NCc3ccco3)n2)cc1 the results were TNAP act hiacc 1.1, Diaph act CS 0.9, Diaphorase inh 13, G6PDH CS 1, TNAP inh no acc 3, PMI act 1.1, PMI act satM6P 1.1, TNAP inh hiacc -9, FLuc act counter 1.1 and Efa HMGR inh -2.
COc1ccc(-c2c(NC(=O)C(C)C)n(C)c3ccccc3c2=O)cc1 was read as TNAP act hiacc 1, Diaph act CS 0.9, Diaphorase inh 12, G6PDH CS 7, TNAP inh no acc -4, PMI act 1.1, PMI act satM6P 1.1, TNAP inh hiacc -4, FLuc act counter 1.1 and Efa HMGR inh -5.
COC(=O)CN1C(=O)S/C(=C/c2ccc(N3CCCCC3)o2)C1=O was read as TNAP act hiacc 1, Diaph act CS 0.8, Diaphorase inh 18, G6PDH CS 21, TNAP inh no acc 4, PMI act 0.9, PMI act satM6P 0.5, TNAP inh hiacc 4, FLuc act counter 0.9 and Efa HMGR inh 0.

Screening data as filed in PubChem BioAssay.
